# MITF primary = inhibitors of human MITF | O75030 | AlphaScreen MITF homodimerization, bead proximity signal | inhibition, % at 2.6 µM | hit rate 0.91% among 650,000 | AID 1259374; in the data active means inhibition above about 50%;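 further: 0% = vehicle wells with protein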
# FBW7 activator = human FBW7 E3 ligase activation, primary screen; hit rate 0.13% among 650,000; normalized activity (activation), % at 26.1 µM; AlphaScreen FBW7–phospho-cyclin E peptide binding, activator screen; in the data active means normalized activity above about 1.9%;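 further: purified mutant Fbw7 with reduced substrate affinity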
# Target sequence (Q969H0 whole entry, looked up): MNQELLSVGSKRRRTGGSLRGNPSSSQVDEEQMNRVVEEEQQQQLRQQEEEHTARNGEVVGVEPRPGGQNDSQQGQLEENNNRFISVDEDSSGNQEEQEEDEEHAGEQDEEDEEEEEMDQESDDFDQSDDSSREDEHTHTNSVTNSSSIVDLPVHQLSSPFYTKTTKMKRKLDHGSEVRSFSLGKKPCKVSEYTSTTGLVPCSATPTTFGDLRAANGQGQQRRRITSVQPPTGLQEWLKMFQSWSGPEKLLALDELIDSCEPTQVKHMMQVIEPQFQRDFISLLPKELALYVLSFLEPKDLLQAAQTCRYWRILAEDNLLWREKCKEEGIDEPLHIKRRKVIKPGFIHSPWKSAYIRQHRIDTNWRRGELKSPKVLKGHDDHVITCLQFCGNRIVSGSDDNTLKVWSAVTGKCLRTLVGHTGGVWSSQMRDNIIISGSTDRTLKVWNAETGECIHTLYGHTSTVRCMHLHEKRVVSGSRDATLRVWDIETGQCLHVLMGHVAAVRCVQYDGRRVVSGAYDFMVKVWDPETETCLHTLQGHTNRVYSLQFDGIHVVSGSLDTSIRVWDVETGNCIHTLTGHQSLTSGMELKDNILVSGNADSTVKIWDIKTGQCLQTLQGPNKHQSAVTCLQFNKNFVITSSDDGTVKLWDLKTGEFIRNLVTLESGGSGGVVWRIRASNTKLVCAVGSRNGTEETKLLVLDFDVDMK
# GPR151 activ = human GPR151 activation; activation, % at 11.2 µM; Q8TDV0; hit rate 1% among 650,000; AID 1508602; PathHunter beta-arrestin GPR151 cells, luminescence; in the data active means activation above about 4.9%;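 further: 0% = median of compound wells and 100% = cells with positive control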
# Target sequence (Q8TDV0 whole entry, looked up): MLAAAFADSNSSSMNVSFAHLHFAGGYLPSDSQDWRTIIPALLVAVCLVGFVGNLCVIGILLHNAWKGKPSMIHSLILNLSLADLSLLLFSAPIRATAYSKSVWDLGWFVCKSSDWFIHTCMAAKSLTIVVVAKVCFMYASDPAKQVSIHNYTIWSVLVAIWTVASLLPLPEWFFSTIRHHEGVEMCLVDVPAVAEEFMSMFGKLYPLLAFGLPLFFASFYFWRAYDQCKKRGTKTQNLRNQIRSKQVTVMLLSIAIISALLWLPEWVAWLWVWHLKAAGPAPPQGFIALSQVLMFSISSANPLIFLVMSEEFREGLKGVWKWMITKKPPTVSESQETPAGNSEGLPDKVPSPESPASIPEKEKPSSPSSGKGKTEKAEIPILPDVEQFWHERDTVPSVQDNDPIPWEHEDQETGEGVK
# TEAD-YAP inh = TEAD-YAP interaction inhibition; HEK-TIYL cells, TEAD-Gal4/YAP UAS-luciferase luminescence; inhibition, % at 9.12 µM; hit rate 1.4% among 640,000; AID 1259422; in the data active means inhibition above about 32%;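 further: 0% = median of test compound wells and 100% = reference inhibitor wells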
# * marks the source's active call; other numbers are inactive results.
no.	canonical_smiles	MITF primary	TEAD-YAP inh	GPR151 activ	FBW7 activator
1	CC(=O)c1ccccc1-c1ccc2c(c1)CC(CNC(=O)c1cc(C)on1)O2 (centres undefined)	6	1	0.3	0.2
2	c1ccc(Nc2nc(N3CCOCC3)nc3c2ncn3C2CCCCC2)cc1	3	8	0.9	0.0
3	O=C(OCC(=O)c1c[nH]c2ccccc12)c1cccc(S(=O)(=O)N2CCOCC2)c1	-5	-1	0.4	-0.1
4	COc1ccc(OC)c(-n2c(=S)[nH]c3cc(C(=O)Nc4ccc(Oc5ccccc5)cc4)ccc3c2=O)c1	2	0	-0.6	-0.2
5	COc1cccc(CCc2nnc(CCC(=O)N3[C@H](C)CCC[C@@H]3C)o2)c1	12	4	-1.1	-0.1
6	NC(=O)c1ccc(-c2ccc(C(=O)NCCN3CCOCC3)s2)cc1	2	-2	-1.1	-0.1
7	Cc1ccc(NC(=S)N(Cc2ccc(Cl)cc2)Cc2ccc(C(=O)O)cc2)cc1Cl	18	-2	0.2	-0.3
8	O=C(Nc1nccs1)c1cccc(NC(=O)C2C3C=CC(C3)C2C(=O)O)c1 (centres undefined)	11	-33	-1.2	0.1
9	CCOC(=O)c1c(C)[nH]c(C(=O)COC(=O)CCOc2cccc(C)c2)c1C	11	0	-2.2	0.5
10	CCN1CCN(C(=O)c2ccc(NS(=O)(=O)c3cc(C)ccc3C)cc2)CC1	-1	11	0.8	0.1
11	CSc1nc2ccccc2n1CC(=O)Nc1c(C)n(C)n(-c2ccccc2)c1=O	-3	6	2.0	0.0
12	COc1ccc2c(Cl)c(C(=O)N3CCCC3)sc2c1	-9	-2	0.0	0.1
13	COc1ccccc1NC(=O)Nc1ccnn1C1CCN(C(=O)C2CCCC2)CC1	7	3	-1.1	0.2
14	CCOC(=O)/C(C#N)=C/c1c(OCC)n(CC)c2ccccc12	6	-5	-0.3	-0.1
15	COc1cc(/C=N/NC(=O)C[n+]2ccccc2)cc(OC)c1OC(C)=O	-8	-6	-0.4	0.1
16	COc1ccc2nc(Nc3nc(CSc4nc5ccccc5[nH]4)cc(=O)[nH]3)nc(C)c2c1	3	7	0.3	-0.1
17	O=C(Nc1nnc(COc2ccccc2F)s1)C12CC3CC(CC(C3)C1)C2	0	-1	0.8	-0.1
18	Cc1cn2c3c(=O)n(C)c(=O)n(C)c3nc2n1-c1ccccc1O	12	12	0.5	-0.5
19	CCOC(=O)c1c(NC(=O)COc2ccc([N+](=O)[O-])c(C)c2)sc2c1CCCCC2	-5	0	0.5	0.0
20	COc1ccc(OC)c(N/C=C/C(=O)c2ccc(Cl)cc2)c1	0	-54	-0.2	-0.1
21	COc1ccc(-n2nc(C(=O)NCC(=O)Nc3cccc(C)n3)c3ccccc3c2=O)cc1Cl	12	-2	-0.9	0.0
22	CCOc1ccc(C(=O)Nc2ccc3oc(-c4ccccc4)nc3c2)cc1Br	-5	-13	-1.9	0.1
23	COc1ccc([C@@H]2C[C@H](OC(=O)c3ccc4c(c3)OCO4)C(=O)N2C)cc1	-1	-16	0.9	-0.2
24	O=C(N[C@@H]1CCCCNC1=O)c1ccc2cc[nH]c2c1	12	-64	-2.3	0.3
25	CCCCCc1ccc(-c2ccc(-c3ccc(Br)cc3)nc2)cc1	-8	-3	2.7	-0.1
26	C=CCNC(=O)CN(Cc1ccccc1F)S(=O)(=O)c1ccc(Cl)cc1	16	-11	0.3	0.4
27	CCOC(=O)C1=C(C)N=c2s/c(=C/c3ccc(N(CC)CC)o3)c(=O)n2C1c1ccc(Cl)cc1 (centres undefined)	-9	8	1.6	-0.1
28	CC1=C(C(=O)OCC(C)C)C(c2ccncc2)c2c(n(C)c(=O)n(C)c2=O)N1 (centres undefined)	-1	2	-1.1	0.7
29	COc1ccc(C2(CC(=O)N(Cc3c(C)nn(C)c3C)C(C)C)CC(=O)N(C)C2=O)cc1 (centres undefined)	2	-48	2.1	0.1
30	CN(CC(=O)Nc1ccc(F)cc1F)S(=O)(=O)c1cc(Cl)ccc1Cl	-4	-5	-0.3	0.1
31	O=S(=O)(c1cc(Cl)ccc1Cl)N1CCCCCC1	-5	-1	0.2	0.6
32	CSc1ccc(/C=c2/sc3nc4cc(C)c(C)cc4n3c2=O)cc1	3	0	2.4	-0.1
33	COCCN=c1scc(-c2cccs2)n1/N=C/c1c(OC)cc(OC)cc1OC	7	2	1.5	-0.5
34	CC(=O)N1CC(C)Oc2cc(S(=O)(=O)Nc3ccc(OC(F)(F)F)cc3)ccc21 (centres undefined)	-2	8	2.6	0.0
35	COc1cccc(NC(=O)CSc2nc3cc4c(cc3c(=O)n2CCCCCC(=O)NCCc2ccc(OC)c(OC)c2)OCO4)c1	-8	-13	1.8	-0.1
36	Nc1c([N+](=O)[O-])cc(-c2cnc[nH]2)cc1[N+](=O)[O-]	-15	3	0.2	-0.5
37	COc1cccc([C@@H]2C[C@H]3CN(Cc4cccc(Cl)c4)C(=O)[C@]34CCCN24)c1	4	3	-1.9	0.0
38	Cn1cnnc1SCC(=O)c1ccc(Oc2ccccc2)cc1	-2	-27	-3.9	-0.2
39	Cc1c(C(=O)NCc2ccco2)sc2ncnc(N3CCN(c4ccccn4)CC3)c12	5	9	-1.5	-0.1
40	CC(C)(C)n1nc2c(c1NC(=O)c1ccc3c(c1)OCO3)CS(=O)(=O)C2	4	-5	0.6	-0.3

# Part of the list above, reformatted.
36: Nc1c([N+](=O)[O-])cc(-c2cnc[nH]2)cc1[N+](=O)[O-]
39: Cc1c(C(=O)NCc2ccco2)sc2ncnc(N3CCN(c4ccccn4)CC3)c12
34: CC(=O)N1CC(C)Oc2cc(S(=O)(=O)Nc3ccc(OC(F)(F)F)cc3)ccc21 (centres undefined)
40: CC(C)(C)n1nc2c(c1NC(=O)c1ccc3c(c1)OCO3)CS(=O)(=O)C2
38: Cn1cnnc1SCC(=O)c1ccc(Oc2ccccc2)cc1
33: COCCN=c1scc(-c2cccs2)n1/N=C/c1c(OC)cc(OC)cc1OC
Screen / compound no.,36,39,34,40,38,33
MITF primary,-15,5,-2,4,-2,7
TEAD-YAP inh,3,9,8,-5,-27,2
GPR151 activ,0.2,-1.5,2.6,0.6,-3.9,1.5
FBW7 activator,-0.5,-0.1,0.0,-0.3,-0.2,-0.5

# (list continues)
no.	canonical_smiles	MITF primary	TEAD-YAP inh	GPR151 activ	FBW7 activator
41	Cc1ccc(NC(=O)COC(=O)c2ccc[n+]([O-])c2)cc1	-11	3	-0.1	-0.1
42	Cc1ccc2oc(-c3cc(N)ccc3Cl)nc2c1	2	-46	-4.0	-0.2
43	COc1ccccc1NS(=O)(=O)c1ccc(Cl)c(C(=O)Nc2ccc(Cl)cc2)c1	6	9	9.6*	0.0
44	O=C(c1ccc(-n2cccc2)cc1)N1CCN(Cc2csc(-c3ccccc3)n2)CC1	42	60*	-0.4	-0.5
45	NC(=O)c1cc2ccccc2oc1=Nc1ccc(Cl)cc1Cl	15	-2	-2.6	0.1
46	COc1cc(/C=N/NC(=O)c2ccncc2)cc(C)c1O	-6	-8	-1.0	-0.1
47	COc1ccc(N(C(=O)c2ccc(Br)o2)C2C=CS(=O)(=O)C2)c(OC)c1 (centres undefined)	13	0	-0.5	-0.1
48	CCOc1ccc(Br)c(/C=C2\SC(N)=NC2=O)c1	-7	10	-0.5	0.5
49	COc1ccc(NS(=O)(=O)c2ccc(F)cc2)c(OC)c1	8	15	0.0	-0.2
50	COc1cc(C2C3=C(CC(C)(C)CC3=O)Nc3ccccc3N2C(=O)C(C)C)cc(OC)c1OC (centres undefined)	-3	-8	0.0	0.2
51	COc1cc(NC(=O)c2sc3ncnc(N4CCCCC4C)c3c2C)cc(OC)c1OC (centres undefined)	14	-11	0.8	0.8
52	Cc1ccc(-n2c(/C=C/c3cccc(Oc4ccccc4)c3)nc3ccccc3c2=O)cc1	-4	19	-1.9	0.2
53	O=C(c1scc2c1OCCO2)N1CCOc2ccc(CN3CCCC3)cc2C1	3	-4	-0.3	-0.2
54	COC(=O)C1=CN(Cc2ccccc2)C=C(C(=O)OC)C1c1cc(OC)c(OC)c(OC)c1	-22	-11	-0.8	0.6
55	COC(CN(C)C(=O)c1cn(C)c2ccc(S(=O)(=O)N(C)C)cc2c1=O)OC	12	5	0.0	0.0
56	CC(=O)Nc1ccc(Nc2ncnc3c2nc(N2CCN(Cc4ccc5c(c4)OCO5)CC2)n3C(C)C)cc1	11	-1	-2.4	0.1
57	CC(C)OCCCNC(=O)c1cccc(F)c1	11	3	-1.4	0.7
58	COc1cc(NC(=O)C2CCN(c3ccc(Nc4nccc5ccccc45)nn3)CC2)cc(OC)c1OC	22	-24	0.5	-0.3
59	Cc1cc(C)cc(NS(=O)(=O)N2CCCCC2)c1	13	10	2.8	0.0
60	Cc1ccc(NC(=O)CN2C(=O)CCC2=O)c(C(=O)c2ccccc2)c1	-15	3	-1.4	0.1
61	CCOc1ccc(CC(=O)Nc2ccc(OC)cc2)cc1OCC	6	-3	0.9	0.2
62	COc1ccc(C(N)C(=O)N2CCC(Nc3cccc4c(=O)[nH]cnc34)CC2)cc1 (centres undefined)	5	-12	1.2	-0.1
63	COc1ccc(CNC(=O)CNC(=S)N(Cc2ccc(F)cc2)C2CCCCC2)cc1	13	11	0.2	0.1
64	Cc1cc(C)n2cc(CSc3ccc(Cl)cc3)nc2n1	8	-30	0.9	0.0
65	CCC(=O)N(Cc1cccnc1)Cc1cc2cccc(C)c2[nH]c1=O	-8	3	2.1	-0.1
66	CCCCCC/C=N/NC(=O)c1ccc([N+](=O)[O-])cc1[N+](=O)[O-]	-2	0	-2.2	-0.1
67	COc1cccc(C(=O)CN2C(=O)/C(=C/c3ccco3)N=C2c2ccccc2)c1	-8	-6	-0.9	0.1
68	CCOc1ccccc1C1CC(=O)NC(C)=C1C(=O)OCCSCC (centres undefined)	10	8	0.5	0.6
69	COc1ccc(CNC(=O)CN(c2cc(C)ccc2OC)S(C)(=O)=O)cc1	13	-14	0.6	0.1
70	O=C(Nc1ccc(N2CCOCC2)cc1)C1CCN(c2ccc(Nc3ccc(C(F)(F)F)cc3)nn2)CC1	8	-15	0.3	0.0
71	Cc1cccc(OCCCNCCO)c1	-12	14	-0.4	-0.2
72	Cn1c(=O)oc2cc(S(=O)(=O)N3CCC(C(=O)N4CCc5ccccc54)CC3)ccc21	10	4	0.3	-0.2
73	COc1ccc(CNc2nc(C)c(-c3ccn(CCO)n3)s2)cc1C	-14	-11	1.4	0.1
74	CCn1c(=O)c2c(nc(SCC(=O)N3CCC(C)CC3)n2C)n(C)c1=O	9	2	-0.6	-0.1
75	Cc1ccc(-c2c(C#N)c(SC/C=C/c3ccccc3)nc3c2CCCC3)cc1	9	5	1.9	0.0
76	CN1CC=C(/C=C/C2=Cc3ccccc3OC2)CC1	-4	75*	-7.6	-0.1
77	COCCSc1ccccc1C(=O)N1CCCC1	18	11	3.6	0.0
78	CS(=O)(=O)N(Cc1ccco1)C1CCN(CCc2cccs2)CC1	4	5	0.3	0.1
79	CCCCn1nnnc1SCC(=O)Nc1ccc2c(c1)OCCO2	13	9	-0.6	0.8
80	COc1ccccc1N1C(=O)C(Cl)=C(Nc2ccc(F)cc2)C1=O	-5	-3	0.4	-0.5
81	COc1ccc(OC)c(NC(=O)c2sc3ccccc3c2Cl)c1	-6	0	1.5	0.3
82	O=C(CCn1c(=O)oc2ccccc21)NCCn1nnn(-c2ccccc2)c1=O	4	-1	0.2	0.0
83	COCCNC(=O)[C@@H]1C[C@H](NCc2cccc(C)c2)CN1C1Cc2ccccc2C1	4	5	-1.0	0.9
84	O=C(CCSCCC(=O)Nc1cccnc1)Nc1cccnc1	15	-8	0.8	0.8
85	CCc1ccc(CN2CCc3nnc(C(C)NC(=O)c4cccnc4)n3CC2)o1 (centres undefined)	2	10	2.1	0.2
86	O=C(NC1CCN(C(=S)NCc2ccco2)CC1)C1CCCCC1	3	-4	2.6	-0.3
87	N#Cc1cc2c(nc1SCC(=O)Nc1cc(C(F)(F)F)ccc1Cl)CCC2	-16	3	0.3	0.0
88	CCN(C(=O)c1ccccc1Cl)c1ccccc1	9	0	0.2	0.0
89	O=C(Nc1cccc(C(F)(F)F)c1)c1ccc(F)c(S(=O)(=O)N2CCC3(CC2)OCCO3)c1	4	-3	0.1	-0.1
90	COc1ccc(CCNc2ccnc(-c3ccc(N4CCOCC4)nc3)n2)cc1	12	-18	1.2	-0.1
91	Cc1ccc(N2CNC(=O)c3c(C)cc(C)nc32)cc1	16	-8	2.5	1.0
92	NC(=O)c1cc[n+](CC2=C(C(=O)O)N3C(=O)[C@@H](NC(=O)Cc4cccs4)[C@H]3SC2)cc1	-7	-9	3.9	0.4
93	Cn1c(=O)n(Cc2ccccc2F)c(=O)c2c1ncn2Cc1ccccc1	17	-18	-0.5	0.4
94	COc1ccc(CCN2C(=O)NC(c3ccc(F)cc3)(C(F)(F)F)C2=O)cc1 (centres undefined)	-5	1	0.9	0.1
95	O=C(Nc1ccc(I)cc1C(=O)O)c1ccc2c(c1)C(=O)N(N1C(=O)c3ccccc3C1=O)C2=O	-1	-3	-0.4	-0.2
96	N#CC1=C(N)C(C#N)(C#N)C(c2ccccc2F)C2CN(Cc3ccccc3)CC=C12 (centres undefined)	8	4	0.6	-0.1

# Other records follow.
no.	canonical_smiles	MITF primary	TEAD-YAP inh	GPR151 activ	FBW7 activator
97	COc1ccccc1-n1nc(C(=O)Nc2nc3ccccc3s2)c2ccccc2c1=O	7	0	-1.2	-0.1
98	CSc1c(-c2ccccn2)c(N)nn1C(=O)c1cccs1	-2	-27	0.8	0.2
99	Cc1c(C(=O)Nc2ccc(F)cc2)sc2ncn(CC(=O)N3CC(C)CC(C)C3)c(=O)c12 (centres undefined)	4	-5	-0.5	0.7
100	COc1ccc(C)cc1NC(=O)NNC(=O)c1csc(C)c1-c1ccccc1	4	13	1.5	0.0
101	NS(=O)(=O)c1ccc(NC(=S)N2CCCC2)cc1	-8	-5	0.3	-0.1
